CCHF vOTU inh = CCHFV vOTU protease inhibition; 370,000 tested, 0.55% active; inhibition, % at 11.5 µM; AID 651958; Pep-AMC fluorescence; in the data active means inhibition above about 30%; further: 0% = vehicle wells with enzyme and 100% = no enzyme wells
SSB-PriA inh = blocks PriA binding to SSB C-terminal tail. AlphaScreen SSBct-PriA binding, biotinylated peptide. inhibition, % at 33 µM. 430,000 tested, 0.6% active; in the data active means inhibition mostly above about 37%, no sharp cut-off; inactive means mostly below about 20%;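 further: plate controls were negative control peptide for no effect and reference peptide for full effect; strong numbers were not always called active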
PrPC surface inh = inhibitors of human cell surface prion protein PrPC; P04156; TR-FRET read-out; inhibition, % at 13.8 µM; 370,000 tested, 0.43% active; in the data active means inhibition above about 24%; further: 0% = median of the test wells and 100% = reference compound wells
BoNT-A LC inh2 = blocks Botulinum neurotoxin A light chain protease; multiplex microsphere protease substrate cleavage, flow cytometry; inhibition, % at 10 µM; 360,000 tested, 0.17% active; further: plate controls were buffer without enzyme for full effect and enzyme alone for no effect
MazF activator = activators of E. coli MazEF toxin-antitoxin RNase | P0AE70 | FAM/BHQ RNA-DNA oligo cleavage fluorescence, 5 h | activation, % at 20 µM | 350,000 tested, 0.32% active | AID 504720; in the data active means activation above about 50%
Target sequence (P0AE70 whole entry, looked up): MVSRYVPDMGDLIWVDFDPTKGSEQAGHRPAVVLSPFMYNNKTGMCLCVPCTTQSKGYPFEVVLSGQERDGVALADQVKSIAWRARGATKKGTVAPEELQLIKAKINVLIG
Anthrax LF prot = anthrax lethal factor protease inhibition. P15917. multiplex microsphere protease cleavage assay, LF. inhibition, % at 10 µM. 360,000 tested, 0.12% active. AID 588501; further: plate controls were buffer without enzyme for full effect and enzyme alone for no effect
DUSP3 inh = DUSP3 (human) phosphatase inhibition | recombinant VHR phosphatase, pNPP absorbance | 290,000 tested, 0.52% active | inhibition, % at 13.3 µM; in the data active means inhibition above about 50%; further: some compounds called inactive have numbers as strong as hits
Target sequence (P51452 whole entry, looked up): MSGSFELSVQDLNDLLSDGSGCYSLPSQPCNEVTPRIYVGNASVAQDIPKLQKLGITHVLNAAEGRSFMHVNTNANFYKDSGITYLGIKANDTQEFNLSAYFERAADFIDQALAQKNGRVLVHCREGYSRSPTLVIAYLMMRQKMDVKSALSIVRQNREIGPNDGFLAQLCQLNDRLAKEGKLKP
3CLpro inhibitor = SARS-CoV 3CLpro protease inhibition. P0C6X7. recombinant SARS-CoV 3CLpro, quenched FRET peptide cleavage. inhibition, % at 6 µM. 290,000 tested, 0.14% active. AID 1706; in the data active means inhibition above about 12%
BoNT-F LC inh = blocks Botulinum neurotoxin F light chain protease; Multiplex microsphere protease cleavage assay, flow cytometry; inhibition, % at 10 µM; 360,000 tested, 0.22% active; in the data active means inhibition above about 35%, passing the limit was not always enough; inconclusive means no clear call, values can overlap the other calls; further: plate controls were buffer without enzyme for full effect and enzyme alone for no effect
Rv3671c protease = Rv3671c (M. tuberculosis) protease inhibition; P9WHR9; inhibition, % at 5.96 µM; 320,000 tested, 0.048% active; in the data active means inhibition above about 38%;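 further: extracellular domain of Rv3671c used as enzyme; 0% = enzyme with DMSO and 100% = no enzyme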
Target sequence (P9WHR9 whole entry, looked up, the tested form may be a part): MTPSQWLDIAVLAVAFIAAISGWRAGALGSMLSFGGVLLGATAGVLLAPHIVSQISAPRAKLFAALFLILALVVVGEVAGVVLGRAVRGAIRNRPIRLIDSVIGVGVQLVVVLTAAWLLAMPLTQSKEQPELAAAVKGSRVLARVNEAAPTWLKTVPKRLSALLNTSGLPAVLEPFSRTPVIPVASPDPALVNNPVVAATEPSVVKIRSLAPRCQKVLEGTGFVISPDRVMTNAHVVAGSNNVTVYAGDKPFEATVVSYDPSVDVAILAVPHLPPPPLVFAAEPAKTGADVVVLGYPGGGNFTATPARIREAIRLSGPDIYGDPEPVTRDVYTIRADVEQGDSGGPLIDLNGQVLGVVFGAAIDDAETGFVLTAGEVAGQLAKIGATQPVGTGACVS
* hit, by the source's call; ? = inconclusive; nt = no result given; & = joins results of further samples. Unless noted, no stated cut-off is given here; in the data, active means inhibition above about 30%; inconclusive means no clear call, values can overlap the other calls; inactive means below that. Only part of the results is shown (hit frequency here may not be typical).

The first four entries (preview)
SMILES	CCHF vOTU inh	SSB-PriA inh	PrPC surface inh	BoNT-A LC inh2	MazF activator	Anthrax LF prot	DUSP3 inh	3CLpro inhibitor	BoNT-F LC inh	Rv3671c protease
CC1=C(C(=O)Nc2ccccn2)C(c2cccnc2)n2nnnc2N1 (configuration not stated)	-18	-2	7	-0.7	-2	-3	10	2	-11	-10
Nc1ccc(/C=C/C(=O)c2cccs2)cc1	21	-2	9	-1.6	-93	-1	12	2	-12	8
CCNc1nc(NCC)nc(N(C)N)n1	0	-26	0	-1.7	6	-6	10	-1	7	1
COc1ccc(SCCCn2c(=O)c3c(ncn3C)n(C)c2=O)cc1	2	-12	1	-0.1	8	2	-3	-2	-1	5

Main list, previewed entries included:
SMILES	CCHF vOTU inh	SSB-PriA inh	PrPC surface inh	BoNT-A LC inh2	MazF activator	Anthrax LF prot	DUSP3 inh	3CLpro inhibitor	BoNT-F LC inh	Rv3671c protease
CC1=C(C(=O)Nc2ccccn2)C(c2cccnc2)n2nnnc2N1 (configuration not stated)	-18	-2	7	-0.7	-2	-3	10	2	-11	-10
Nc1ccc(/C=C/C(=O)c2cccs2)cc1	21	-2	9	-1.6	-93	-1	12	2	-12	8
CCNc1nc(NCC)nc(N(C)N)n1	0	-26	0	-1.7	6	-6	10	-1	7	1
COc1ccc(SCCCn2c(=O)c3c(ncn3C)n(C)c2=O)cc1	2	-12	1	-0.1	8	2	-3	-2	-1	5
Cc1ccc(C(=O)Nc2ccc(C(F)(F)F)n(C)c2=O)cc1	2	-12	-3	-1.1	7	-4	10	0	-3	-8
Cc1ccc(-n2ncc(-c3n[nH]c(=S)o3)c2N)cc1C	-8	nt	5	-0.1	2	-3	nt	nt	0	nt
O=C1C(=O)N(c2ccccc2)P(=O)(N(CCCl)CCCl)N1c1ccccc1	16	-10	-9	0.3	12	-4	nt	nt	3	nt
Cn1c(-c2ccc(F)cc2)cnc1SCC(=O)N1CCCc2ccccc21	-15	48	-5	0.1	-1	0	2	-3	-1	-10
O=c1ccc2cc(S(=O)(=O)N3CCN(c4cc(Cl)ccc4Cl)CC3)ccc2o1	9	-10	-2	-0.7	-6	0	30	-2	-6	-9
CCOc1ccc(OCC)c(NC(=O)Cn2cccc2)c1	nt	7	nt	-0.8	-4	-8	18	0	-10	1
CC(NC(=O)C(c1ccccc1)c1ccccc1)c1ccccc1 (configuration not stated)	11	-18&-17	6	2.6	1	0	nt	nt	?	-1
Cn1c(SCc2nc(-c3ccc(Cl)cc3)no2)nnc1-c1ccco1	-6	-16	-4	-0.2	12	-7	-8	4	-8	-6
CCCN(CCO)Cc1cccc(Br)c1	1	-17	-3	-1.1	6	-1	10	4	-7	5
CCN(CC)CCOC(=O)C1(c2ccccc2)CCOCC1	-1	-17	-2	0.6	3	-7	29	1	2	-1
Cc1nnc(NC(=O)C(C)Sc2nncn2C)s1 (configuration not stated)	1	2	7	-0.7	-1	-6	41	-8	0	-2
Cc1ccccc1-n1nc2c(c1NC(=O)C(C)(C)C)CS(=O)(=O)C2	-9	-12	-7	0.4	2	0	-2	-3	1	-6
S=C(Nc1cccnc1)Nc1ccccn1	nt	-20	nt	-0.2	-2	-4	16	-1	?	-2
CCC(c1nnc(SCC(=O)Nc2ccc(S(N)(=O)=O)cc2)n1Cc1ccccc1)N(C)C (configuration not stated)	5	1	0	-1.4	10	-1	6	7	-7	-2
S=c1[nH]nc(-c2cc(-c3ccccc3)n[nH]2)n1/N=C/c1ccc(Cl)c(Cl)c1	-12	nt	1	2.1	-28	-5	12	2	?	1
C/C(N)=C(/C#N)C(=O)CSc1nc2ccccc2c(=O)n1Cc1ccc(C)cc1	9	2	27*	-1.0	-8	-7	8	-1	4	-42
CC(C)c1ccc(/C=N/n2nnnc2Nc2ccccc2)cc1	-1	nt	-5	0.1	-2	-1	10	-5	-1	-6
COc1ccccc1CNC(=O)c1ccccc1SCC(=O)NCc1ccco1	2	32	6	0.7	-2	-5	nt	nt	2	nt
Cc1c(C(=O)OCC(C)C)[nH]c2c1C(=O)CC(c1ccco1)C2 (configuration not stated)	20	-9	9	-0.2	8	-3	3	0	1	-7
Cc1n[nH]c(C)c1S(=O)(=O)N1CCN(S(=O)(=O)c2cccc(F)c2)CC1	12	15	4	nt	6	nt	nt	nt	nt	nt
Cc1c(C2N3CC4(C)CN2CC(C)(C3)C4=O)c2ccccc2n1C (configuration not stated)	-6	-15	-8	1.3	21	-10	29	-6	2	0
COc1ccc2c(c1)[nH]c1c(=O)n(Cc3ccco3)cnc12	2	2	1	-1.2	0	7	-8	-6	0	-2
CC(C)C[C@H]1CN([C@@H](CC(C)C)CN2CCC[C@H]2CN2C(=O)C(=O)NC[C@@H]2Cc2ccccc2)C(=O)C(=O)N1CCc1ccccc1	-3	nt	1	0.4	nt	2	nt	nt	-3	nt
CCOc1ccc(NC(=O)CCn2nc(C)c(S(=O)(=O)N3CCCCC3)c2C)cc1	7	-9	4	1.4	8	-1	-2	0	1	-3
O=C(CSCc1ccc(Cl)cc1)Nc1ccc2c(c1)OCO2	10	1	1	0.3	4	-4	48	0	-26	5
CN(C)N1C(N)=C(C#N)C(c2cccc([N+](=O)[O-])c2)C2=C1CC(C)(C)CC2=O (configuration not stated)	19	9	-5	-3.1	7	0	-35	0	4	nt
Cc1cc2[nH]c(=O)c3ccccc3n2n1	-10	-10	1	0.5	-2	8	20	1	-7	-2
CCC(C)(C)NC(=O)CN(Cc1ccc(OC)cc1)C(=O)CCC(=O)Nc1nccs1	17	-19	3	-1.9	-1	11	35	1	0	4
Cc1cccc(C)c1OCC(=O)N/N=C/c1ccncc1	-5	nt	-3	0.2	7	-2	10	0	-2	-3
CN(CC(=O)Nc1ccccc1Cl)C(=O)COC(=O)Cc1ccc(F)cc1	9	-6	0	0.1	3	-6	-3	0	0	-5
O=C(N1CCC(n2nc(-c3ccccc3)oc2=O)CC1)C1(c2ccccc2)CC1	nt	2	nt	0.1	3	0	25	3	0	4
COc1ccc(CNC(=O)C2CCCN(S(=O)(=O)c3cccc4nsnc34)C2)cc1 (configuration not stated)	-4	-12	-24	-0.1	-12	-2	21	0	0	-5
CCCCNC(=O)C1(C)CCCCN1C(=O)c1ccc(C#N)cc1 (configuration not stated)	4	nt	5	0.0	nt	1	nt	nt	-1	nt
CCOCc1nc(C)c(Cl)c(NS(=O)(=O)c2ccc(N)cc2)n1	16	-11	5	0.1	-8	-1	10	-3	2	-1
CS(=O)(=O)c1cccc(NC(=O)c2ccc(Cl)c(Cl)c2)c1	-4	-2	-3	-0.6	4	-1	9	1	3	-8
C=CCn1c(SCC(=O)Nc2c(C)cccc2C)nnc1-c1ccncc1	1	-17	0	-0.5	0	1	3	-2	-6	7
CCOC(=O)C(/C=C(\C#N)C(=O)OCC)=C(/N)N1CCN(c2c(C)cccc2C)CC1	-6	nt	-5	1.2	7	0	24	-1	-10	6
Nc1cc(-c2ccc(Br)cc2)nn1S(=O)(=O)c1ccccc1	-3	4	2	-1.2	-13	3	3	-7	-7	-4
COc1ccc2oc(C(=O)OCC(=O)NC(C)c3ccccc3)c(C)c2c1 (configuration not stated)	1	11	0	-3.2	-2	1	-9	-4	-5	-5
COc1cc(-c2cc3nc(NCCc4ccc(S(N)(=O)=O)cc4)ccn3n2)cc(OC)c1OC	-6	nt	-10	-0.9	nt	-17	nt	nt	-19	nt
Cc1ccc(-c2[nH]ncc2C(=O)c2ccccc2C)c(O)c1	-2	-7	-1	-1.3	0	11	74	-3	36*	-5
CN(C)c1ccc(C(C(=O)NC2CCCC2)N(C(=O)c2ccco2)C2CC2)cc1 (configuration not stated)	-21	2	1	-0.4	-2	1	12	-7	-9	5
CCOC(=O)c1cc(=O)nc(N)s1	-5	nt	5	-0.8	4	-6	nt	nt	-5	nt
CN(Cc1ccccc1)C(=O)Cn1nnc(-c2ccccc2)c1COc1ccc2ccccc2c1	22	nt	6	-0.5	nt	-6	nt	nt	-4	nt
Cc1nn(C(=O)c2cc3sccc3[nH]2)c(C)c1C	4	-9	-4	-0.1	2	-3	9	5	-10	-7
CCN1CCN(C(=O)c2ccccc2N(Cc2ccccc2)S(=O)(=O)c2ccc(OC)cc2)CC1	19	0	-16	-0.2	0	-1	-3	-1	-8	2
COc1ccc(-c2csc(N(CCCN(C)C)C(=O)c3cccs3)n2)cc1	3	-9	-17	?	17	0	6	5	-6	-6
CCOC(=O)C1=C(c2ccccc2)OC(N)=C(C#N)C1c1ccc(Cl)s1 (configuration not stated)	8	6	7	0.2	2	3	10	-3	-5	4
CCn1ncc(CN2CCN(Cc3ccc(OC)c(C)c3C)C(CCO)C2)c1C (configuration not stated)	7	-5	2	-1.0	15	-3	25	0	3	1
O=C(CN1C(=O)C2C3C=CC(C3)C2C1=O)NCCC1=CCCCC1 (configuration not stated)	0	0	8	-0.1	-2	2	-18	3	-1	0
O=C(NCc1ccc(Cl)c(Cl)c1)c1ccco1	1	-6	0	nt	-25	nt	12	8	nt	3
N#CCSc1nnc(COc2cccc3ccccc23)n1-c1cccc(Cl)c1	-7	-4	5	0.7	1	3	10	6	7	-1
NC(=O)COC(=O)c1ccc(-c2ccccc2)cc1	-5	-2	7	0.3	-8	6	14	3	4	8
C/C(N)=C(/C#N)C(=O)CSc1n[nH]c(-c2ccccc2Br)n1	0&2	-5	0&3	0.1&0.0	0&6	7&0	-7	-2	-4&-2	-4
CN(CCc1ccccc1)C1CCCN(C(=O)Cn2cccn2)C1 (configuration not stated)	7	-9	-4	-2.5	6	0	20	-1	-3	-9
CC(C)(C)c1ccc(S(=O)(=O)N2CCN(C3CCCC3)CC2)cc1	4	-7	8	-0.8	-1	0	26	1	2	-3
Going on with the list:
SMILES	CCHF vOTU inh	SSB-PriA inh	PrPC surface inh	BoNT-A LC inh2	MazF activator	Anthrax LF prot	DUSP3 inh	3CLpro inhibitor	BoNT-F LC inh	Rv3671c protease
COc1cc(C)ccc1S(=O)(=O)n1nc(C)cc1C	-2	3	-6	-0.8	1	1	16	2	-7	5
CCc1nc2ccc(C(=O)NCCN3CCOCC3)cn2c1N(CCC(C)C)CCN(C)C	1	nt	2	-0.6	nt	-3	nt	nt	-11	nt
CCOc1ccc(C(=O)C[n+]2cccc3cc(C)ccc32)cc1	5	-16	-36	-18	-1	12	-6	3	79*	5
Cc1ccc(C)c(S(=O)(=O)C(C#N)c2nc3ccccc3nc2N2CCCC2)c1 (configuration not stated)	-5	-2&-4	-1	3.3	10	-14	0	-3	8	-62
CCC(=O)NNC(=O)CCC(=O)Nc1ccccc1	-1	nt	8	nt	nt	nt	20	-2	nt	nt
O=C(Nc1cccc(O)c1)c1cccc(C(=O)Nc2cccc(O)c2)c1	-5	32	-3	-8.8	8	-4	16	-2	?	-24
Cc1ccccc1Cn1cc(NC(=O)c2cc(-c3ccco3)on2)cn1	-5	-16	30*	-0.1	-13	4	-10	7	-1	-7
Fc1ccccc1OCCCCn1cncn1	3	1	-2	-4.3	-5	7	18	-7	?	1
CN(C(=O)C(Cl)Cl)C1CC2C=CC1C2 (configuration not stated)	-14	-7	1	0.8	1	20	20	-1	?	5
CCN(CC)CC(=O)N1c2ccccc2CCc2ccc(NC(=O)c3cc(OC)c(OC)c(OC)c3)cc21	-1	6	0	?	0	0	3	-1	?	3
COCCn1c(SCC(=O)NC2CCCC2)nc2c(c1=O)SCC2	10	4	-3	-0.1	5	-1	-6	0	15	-3
O=C(CSc1nnc(-c2cccc(Cl)c2)o1)Nc1ccc2c(c1)OCCO2	12	-10	23	?	0	-5	-18	1	-1	-4
Cc1noc2ncnc(Oc3cc(Cl)ccc3Cl)c12	-2	-3	2	-0.9	-2	-10	15	0	-7	7
CCOC(=O)N1CCC(NC(=O)C2CCC(CNS(=O)(=O)c3ccc(OC)cc3)CC2)CC1 (configuration not stated)	3	-3	8	-0.7	2	-4	21	2	-5	nt
N#Cc1ccc(C(=O)CSc2nnc(-c3ccc(C(F)(F)F)cn3)s2)cc1	6	3	-6	?	-11	-6	22	-2	?	1

Screening results from PubChem.
